Source: PubChem
inhibitors of VEEV – inhibitors of VEEV TC-83 cytopathic effect, confirmation, Vero cells (AID 588727); inhibition, % at 20 µM, or IC50 in µM where a hit was titrated; Vero cells, VEEV TC-83 cytopathic effect inhibition; higher % means a stronger effect; 350,000 tested, 0.13% active; in the data active means a potency from the dose series; inconclusive means inhibition mostly from about 14% at the one dose, without a potency; inactive means the rest, 99 in 100 with inhibition below about 12%; further: strong numbers were not always called active
tuberculosis growth – growth inhibition of non-replicating M. tuberculosis (AID 488890); Mycobacterium tuberculosis non-replicating, growth inhibition; higher % means a stronger effect; one-dose inhibition, % at 25 µM; IC50 in µM for titrated hits; 320,000 tested, 0.39% active; in the data active means a potency from the dose series; inconclusive means inhibition mostly from about 82% at the one dose, without a potency; inactive means the rest, 99 in 100 with inhibition below about 76%;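 further: plate controls were DMSO cells for no effect and high antibiotic wells for full effect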
PhoP GFP inhibition – PhoP regulon inhibitors, Salmonella typhi PhoP promoter GFP reporter, confirmatory (AID 1850); 310,000 tested, 0.33% active; inhibition, % at 50 µM; hits with a dose series show IC50 in µM; Salmonella Typhi PhoP-promoter GFP reporter, fluorescence, 4 h; higher % means a stronger effect; in the data active means a potency from the dose series; inconclusive means inhibition mostly from about 25% at the one dose, without a potency; inactive means the rest, 99 in 100 with inhibition below about 19%;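 further: 0% = induced wells with vehicle and 100% = uninduced wells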
influenza NS1A – H1N1 influenza NS1A inhibitors, functional cell based assay (AID 504329) | 340,000 tested, 0.3% active | one-dose inhibition, % at 12.5 µM; IC50 in µM for titrated hits | NS1A functional cell-based assay, percent inhibition; higher % means a stronger effect; in the data active means a potency from the dose series; inconclusive means inhibition above about 27% without an active follow-up result; further: strong numbers were not always called active
H37Rv inhibition – M. tuberculosis growth inhibition, HTS (AID 449762). M. tuberculosis H37Rv growth inhibition, 7H9 media; higher % means a stronger effect. one-dose inhibition, % at 25 µM; IC50 in µM for titrated hits. 330,000 tested, 0.59% active; in the data active means a potency from the dose series; inconclusive means inhibition above about 70% without an active follow-up result;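 further: bacterial growth assessed after seven days of incubation; strong numbers were not always called active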
inhibitors of VEEV 10K pilot screen – further read-out of inhibitors of VEEV, marked with its call; inhibition, %; measured here: 10K pilot screen inhibition
Numbers without * were called inactive; i = inactive; u = inconclusive; x = not tested or not shown.

SMILES	inhibitors of VEEV	tuberculosis growth	PhoP GFP inhibition	influenza NS1A	H37Rv inhibition	others
C=C(C(=O)Nc1ccccc1)c1ccc(C)cc1	0.2%	61%	9%	17%	-4%
COc1ccc(C2CC(C(F)(F)F)n3nc(C(=O)Nc4c(C)n(C)n(-c5ccccc5)c4=O)c(Cl)c3N2)cc1 (stereo unspecified)	x	18%	-1%	x	-9%
O=C(CCN1C(=O)C2C3C=CC(C3)C2C1=O)NCCc1ccccc1Cl (stereo unspecified)	i	-8%	-2%	17%	-5%
CCC(C)N(C(=O)CSc1nnc(-c2ccco2)n1C)C1CCS(=O)(=O)C1 (stereo unspecified)	3.5%	-7%	-8%	-6%	-10%
O=C(Cc1cccc(C(F)(F)F)c1)Nc1ccccc1N1CCCC1	4.3%	26%	-8%	-5%	1%
Cc1ccc(S(=O)(=O)Nc2nnc(C(C)(C)C)s2)cc1	1.1%	9%	-2%	-9%	1%
CC1(C)Cc2c(c(-c3ccccc3)nc3[nH][nH]c(=O)c23)CO1	0.5%	-4%	10%	-2%	3%
N#C/C(=C\c1cccc(OCC(=O)O)c1)c1nc2ccccc2[nH]1	i	-3%	-2%	-4%	-4%
COc1cccc(CN2CCN(C3CCN(c4cccc(C)c4C)CC3)CC2CCO)c1 (stereo unspecified)	1.1%	74%	4%	5%	8%
COc1ccc(CC(=O)NNc2ncnc3c2cnn3C)cc1	0.6%	-24%	2%	-8%	-8%
O=C(/C=C/c1c(F)cccc1Cl)N1CCc2ccccc2C1	0.1%	29%	-1%	-4%	2%
O=C(COc1nsnc1N1CCOCC1)Nc1cccc(Cl)c1	9.4%	26%	-4%	-2%	2%
Cc1cc(N)n(-c2ncnc3scc(-c4ccccc4)c23)n1	4.1%	-6%	-7%	4%	-2%
COc1ccc(/C=C(\NC(=O)c2ccc(OC)cc2)C(=O)Nc2cccc(C(=O)O)c2)cc1	i	7%	5%	19%	1%
CCCCN(CCCC)CCC(O)c1cc2c(Cl)cc(Cl)cc2c2cc(C(F)(F)F)ccc12 (stereo unspecified)	0.1%	u	-8%	4%	17µM*
CC(=O)N/C(=N\OCc1ccccc1Cl)c1nonc1NC(C)=O	i	-9%	-3%	-3%	-1%
CCN(Cc1ccccc1)C(=O)c1c[nH]c2ccc(S(=O)(=O)N(C)CCC#N)cc2c1=O	0.8%	9%	-6%	4%	2%
CCC1CSC(Nc2ccc(C(=O)/C=C/c3ccc(OC)c(OC)c3)cc2)=N1 (stereo unspecified)	23µM*	67%	-7%	5%	u
CNC(=O)c1ccc(CNC(=O)OCC(F)(F)F)cc1	1.6%	19%	4%	3%	3%
COc1ccc(N2CCN(C(=O)[C@H](C)NC(=O)c3ccccc3Cl)CC2)cc1	0.4%	-5%	-8%	-20%	-9%
Brc1cccc(CSc2nnc(-c3ccncc3)o2)c1	3.6%	78%	5%	-2%	5%
CCN(CC)CC(=O)Nc1sc(C)cc1C(=O)c1ccc(C)cc1	i	46%	-8%	1%	5%
COCC(=O)OCC(=O)Nc1cc(C(C)(C)C)nn1-c1ccccc1	i	-10%	1%	5%	0%
O=C1C2C3C=CC(C4CC34)C2C(=O)N1CCc1ccccc1 (stereo unspecified)	0.7%	14%	-4%	14%	-3%
CCC(C)(CCNC(=O)Cc1ccccc1)c1ccccc1OC (stereo unspecified)	2.7%	21%	-7%	-10%	3%
COc1ccc(-n2cnnc2SCC(=O)N2CCN(c3ccccc3)CC2)cc1	0.7%	-1%	-12%	-1%	3%
O=C(NCCNc1ccccc1[N+](=O)[O-])c1cc(F)c(F)cc1Cl	0.3%	0%	-1%	8%	5%
Cc1ccc(C(=O)NN2C(=O)C3C4C=CC(C5CC45)C3C2=O)cc1 (stereo unspecified)	1.0%	-2%	9%	-11%	-2%
CC1CN(Cc2nc3ccccc3c(=O)[nH]2)CC(C)O1 (stereo unspecified)	i	-10%	21%	x	-7%
NS(=O)(=O)c1ccc(CNC(=O)c2cccnc2Cl)cc1	i	-4%	8%	-2%	4%
O=C(Nc1ccc(C(F)(F)F)cc1)c1ccc(NC(=O)C2CCCO2)cc1 (stereo unspecified)	1.3%	0%	11%	-10%	-6%
CCC(C(=O)N1CCN(S(C)(=O)=O)CC1)c1ccccc1 (stereo unspecified)	i	11%	-12%	2%	-2%
CC(C)Nc1nnc(SCc2cc(=O)n3ccsc3n2)s1	3.2%	-1%	-6%	-4%	3%
Cc1ccc(NC(=O)[C@H](Cc2ccccc2)NC(=O)[C@@H]2Cc3ccccc3CN2)c(C)c1	1.9%	39%	1%	-11%	-4%
O=C(Nc1ccccc1)N1CCCC(CNS(=O)(=O)Cc2ccccc2)C1 (stereo unspecified)	2.9%	1%	6%	12%	-5%
CC(C)CN(C(=O)c1cc2ccccc2o1)c1c(N)n(CC(C)C)c(=O)[nH]c1=O	4.6%	-11%	2%	-8%	-11%

Arranged by number of heavy atoms (high to low): some entries from above
SMILES	inhibitors of VEEV	tuberculosis growth	PhoP GFP inhibition	influenza NS1A	H37Rv inhibition	others
O=C(Nc1ccccc1)N1CCCC(CNS(=O)(=O)Cc2ccccc2)C1 (stereo unspecified)	2.9%	1%	6%	12%	-5%
CCC(C)(CCNC(=O)Cc1ccccc1)c1ccccc1OC (stereo unspecified)	2.7%	21%	-7%	-10%	3%
CC(C)Nc1nnc(SCc2cc(=O)n3ccsc3n2)s1	3.2%	-1%	-6%	-4%	3%
CC1CN(Cc2nc3ccccc3c(=O)[nH]2)CC(C)O1 (stereo unspecified)	i	-10%	21%	x	-7%

(continued)
SMILES	inhibitors of VEEV	tuberculosis growth	PhoP GFP inhibition	influenza NS1A	H37Rv inhibition	others
COc1ccc(S(=O)(=O)NNC(=O)Nc2ccc(C)cc2)c(OC)c1	0.6%	2%	-3%	15%	-17%
CCCCCC(=O)Nc1ccc(N2CCN(S(C)(=O)=O)CC2)cc1	0.6%	-7%	2%	-3%	9%
CCOc1ccc(N2C(=O)C3CC(C)=C(C)CC3C2=O)c([N+](=O)[O-])c1 (stereo unspecified)	0.3%	61%	3%	7%	-11%
CCC(C)NC(=O)c1ccc(CNS(=O)(=O)c2ccc3c(c2)C(C)(C)C(=O)N3C)cc1 (stereo unspecified)	0.3%	-22%	18%	2%	-8%
Cc1cc(C)c(OCC(=O)NCC2COc3ccccc3O2)c(C)c1 (stereo unspecified)	5.3%	11%	x	2%	6%
COc1ccc(N(C(C)C(=O)N/N=C/c2cccnc2)S(C)(=O)=O)cc1 (stereo unspecified)	0.7%	2%	-5%	2%	-4%
COc1cc(CN2CCC(C(N)=O)CC2)ccc1OCc1ccccc1	i	18%	-7%	-6%	5%
Cc1nnc(SCC(=O)Nc2ccc(N3CCN(S(C)(=O)=O)CC3)cc2)o1	3.6%	-16%	-2%	2%	-4%
Cn1c(=O)[nH]c(=O)c2c1nc1n2CCS1	1.7%	-5%	-1%	-3%	2%
CC(C)CC(=O)NCC(C)NC(=O)CC(C)C (stereo unspecified)	0.4%	-3%	0%	2%	5%
CCN(CC(=O)Nc1ccc2c(c1)OCCO2)C(=O)c1ccc(CS(C)(=O)=O)cc1	4.2%	-10%	x	2%	-2%
COc1ccccc1NC(=S)Nc1ccccc1F	5.1%	31%	0%	-14%	-13%
COCCNC(=O)COc1cccc2c1OC(C)(C)C2	1.7%	-6%	7%	0%	2%
Cc1nc(NCCc2ccccc2)c2nnn(Cc3ccccc3Cl)c2n1	0.3%	11%	-5%	-4%	-3%
Cc1ccc(C(=O)O/N=C2\CCSc3ccc(C)cc32)cc1	i	65%	10%	-10%	0%	inhibitors of VEEV 10K pilot screen=0.7
CCCCn1c(N)c(N(CCOC)C(=O)CN2C(=O)c3ccccc3C2=O)c(=O)[nH]c1=O	0.1%	-6%	-12%	-7%	-3%
O=C(N=c1ccn(-c2nc3ccccc3nc2NS(=O)(=O)c2ccccc2)cc1)c1cccs1	0.9%	-13%	-19%	-18%	6%
CC(C)CN(C(=O)COc1ccc([N+](=O)[O-])cc1)c1c(N)n(CC(C)C)c(=O)[nH]c1=O	1.5%	0%	x	0%	6%
CC(=O)c1cccc(OCC(=O)N(CCC2=CCCCC2)c2c(N)n(Cc3ccccc3)c(=O)[nH]c2=O)c1	8.5%	x	x	-14%	x
O=C1CN(C(=O)c2ccco2)c2ccccc2N1	0.8%	1%	2%	7%	6%
C=CCOc1ccccc1/C=N/NC(=O)Cc1ccccc1	0.5%	-5%	1%	5%	-3%
C=CCCC(=O)N1CCC(Oc2cccc(C(=O)NCc3ccccn3)c2)CC1	1.6%	-8%	4%	24%	3%
COc1ccc(NC(=O)CN(C)C(=O)Cc2ccc3c(c2)CCC3)cc1	13%	24%	-9%	8%	-6%
CC(C)Oc1cc2ccccc2cc1CNC[C@H]1O[C@@H](n2cnc3c(N)ncnc32)[C@H](O)[C@@H]1O	0.2%	0%	x	-7%	-2%
O=C(Cn1nnc(-c2ccccc2)n1)NC(=O)NC1CCCC1	1.1%	28%	x	-15%	5%
COc1ccccc1N1CCN(C(=S)Nc2ccc(S(=O)(=O)N3CCOCC3)cc2)CC1	8.9%	22%	-3%	3%	-6%
Cc1ccccc1OCc1nnc2c3cnn(C)c3ncn12	3.2%	-8%	-35%	7%	-10%
CCOC(=O)C1(C(F)(F)F)N=C(c2cccnc2)OC(N2CCCCC2)=N1 (stereo unspecified)	1.9%	5%	-7%	-4%	2%
COc1cccc(CNc2ccc([N+](=O)[O-])cc2C)c1	i	23%	-8%	-4%	1%
COCCN(Cc1cc2cc3c(cc2nc1Cl)OCO3)C(=O)c1ccc(C)cc1	0.1%	22%	-7%	-6%	6%
COC(=O)c1cc(-n2cccc2)ccc1N1CCOCC1	0.7%	-1%	-13%	13%	0%
CCOC(=O)Nc1ccc2c(c1)N(C(=O)CCN(CC)CC)c1ccccc1S2=O (stereo unspecified)	2.6%	u	3%	0%	1%
CC(NC(=O)C(Cc1ccccc1)n1cccc1)c1ccccc1 (stereo unspecified)	0.2%	18%	13%	-3%	10%
CC(=O)c1c(C)[nH]c(C)c1C(C)=O	0.2%	-6%	-4%	1%	5%
O=C(Nc1cccc(F)c1)NC1(C(=O)N2CCC(O)CC2)CCCCC1	1.5%	-1%	-7%	8%	-3%
N#C/C(=C/c1ccc(O)c([N+](=O)[O-])c1)C(=O)Nc1ccccc1	1.5%	u	-1%	-5%	21%

The list goes on (6 carried over from the part before).
SMILES	inhibitors of VEEV	tuberculosis growth	PhoP GFP inhibition	influenza NS1A	H37Rv inhibition	others
COC(=O)c1cc(-n2cccc2)ccc1N1CCOCC1	0.7%	-1%	-13%	13%	0%
CCOC(=O)Nc1ccc2c(c1)N(C(=O)CCN(CC)CC)c1ccccc1S2=O (stereo unspecified)	2.6%	u	3%	0%	1%
CC(NC(=O)C(Cc1ccccc1)n1cccc1)c1ccccc1 (stereo unspecified)	0.2%	18%	13%	-3%	10%
CC(=O)c1c(C)[nH]c(C)c1C(C)=O	0.2%	-6%	-4%	1%	5%
O=C(Nc1cccc(F)c1)NC1(C(=O)N2CCC(O)CC2)CCCCC1	1.5%	-1%	-7%	8%	-3%
N#C/C(=C/c1ccc(O)c([N+](=O)[O-])c1)C(=O)Nc1ccccc1	1.5%	u	-1%	-5%	21%
O=C(c1ccco1)N1CCN(CC(=O)N2c3ccccc3CCc3ccccc32)CC1	1.8%	7%	-2%	-6%	-3%
O=C(O)Cn1c(SCc2cccc3ccccc23)nc2ccccc21	3.7%	22%	12%	1%	-6%
N#CC1(NC(=O)COC(=O)C2=COCCO2)CCCCC1	i	-13%	x	-12%	2%
O=C(CSc1nc(-c2ccccc2)nn1C(=O)c1ccccc1)Nc1cccc([N+](=O)[O-])c1	1.7%	5%	6%	1%	3%	inhibitors of VEEV 10K pilot screen=4.1
O=C(NCc1nc2ccccc2[nH]1)C1=C[C@H](c2coc3ccccc3c2=O)C[C@H](OCc2ccc(CO)cc2)O1	7.3%	44%	1%	-4%	17%
O=C(CC(Cc1ccccc1)C(=O)O)Nc1cccc(C(F)(F)F)c1 (stereo unspecified)	1.1%	0%	8%	-12%	5%
COC(=O)C1CCN(CC(=O)N(C)c2c(N)n(Cc3ccccc3)c(=O)[nH]c2=O)CC1	3.2%	-1%	x	-4%	1%
CCc1ccccc1NC(=O)c1cc2ncc(Br)cn2n1	1.1%	-10%	-1%	5%	0%
Cc1cc(C(=O)OCC(=O)c2cccs2)ccc1[N+](=O)[O-]	6.4%	x	x	0%	x
O=C(C1CCCCC1)N(Cc1ccccc1)c1ccccn1	4.7%	-11%	9%	-4%	-2%
CCn1cc(C(=O)NCCCN2CCCCCC2)c(=O)c2cc(S(=O)(=O)N3CCc4ccccc4C3)ccc21	i	43%	-11%	8%	8%
